Compound activity from PubChem BioAssay.
DT40 TDP1 CPT: growth inhibition of DT40 Tdp1-/-;hTDP1 cells with camptothecin (screen for TDP1 inhibitors). Potency, µM (top dose mostly 46.2 µM), inactives show at the top dose activity change, negative = growth inhibition, actives largely listed as inhibitors. chicken DT40 Tdp1-/-;hTDP1 cells + 20 nM CPT, ATP luminescence, 48 h. 420,000 compounds, 12% hits; note: nearly all actives have a fitted effect of over 55% in size
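Chicken DT40 Tdp1-/- cells stably complemented with human TDP1 were seeded at 400 cells/well in medium containing 20 nM camptothecin, exposed to pin-transferred compounds, and grown at 37 °C for at least 48 hr. Viability was read as ATP luminescence.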
TDP1 cell noCPT: qHTS for Inhibitors of human tyrosyl-DNA phosphodiesterase 1 (TDP1): qHTS in cells in absence of CPT; DT40 Tdp1-/- hTDP1 cells, no CPT, ATP luminescence, 48 h; Potency, µM (top dose mostly 46.2 µM), for the others: at the highest dose activity change, negative = growth inhibition, usual class: inhibitors; 420,000 compounds, 15% hits; AID 686978, 2013; note: nearly all actives have a fitted effect of over 55% in size
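Luminescent ATP content (CellTiter-Glo) served as the growth readout. Knockout chicken DT40 cells expressing human TDP1 were exposed to compounds without camptothecin for a minimum 48 hr at 37 °C.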
KAT2A inh: inhibitors of human GCN5L2 histone acetyltransferase. GCN5L2 HAT assay, ThioGlo1 CoA-SH fluorescence. Potency, µM (top dose mostly 58.9 µM), without a hit: at the top dose activity change, negative = inhibition, usual class: inhibitors. 390,000 compounds, 0.21% hits
Target sequence (Q92830 whole entry, looked up): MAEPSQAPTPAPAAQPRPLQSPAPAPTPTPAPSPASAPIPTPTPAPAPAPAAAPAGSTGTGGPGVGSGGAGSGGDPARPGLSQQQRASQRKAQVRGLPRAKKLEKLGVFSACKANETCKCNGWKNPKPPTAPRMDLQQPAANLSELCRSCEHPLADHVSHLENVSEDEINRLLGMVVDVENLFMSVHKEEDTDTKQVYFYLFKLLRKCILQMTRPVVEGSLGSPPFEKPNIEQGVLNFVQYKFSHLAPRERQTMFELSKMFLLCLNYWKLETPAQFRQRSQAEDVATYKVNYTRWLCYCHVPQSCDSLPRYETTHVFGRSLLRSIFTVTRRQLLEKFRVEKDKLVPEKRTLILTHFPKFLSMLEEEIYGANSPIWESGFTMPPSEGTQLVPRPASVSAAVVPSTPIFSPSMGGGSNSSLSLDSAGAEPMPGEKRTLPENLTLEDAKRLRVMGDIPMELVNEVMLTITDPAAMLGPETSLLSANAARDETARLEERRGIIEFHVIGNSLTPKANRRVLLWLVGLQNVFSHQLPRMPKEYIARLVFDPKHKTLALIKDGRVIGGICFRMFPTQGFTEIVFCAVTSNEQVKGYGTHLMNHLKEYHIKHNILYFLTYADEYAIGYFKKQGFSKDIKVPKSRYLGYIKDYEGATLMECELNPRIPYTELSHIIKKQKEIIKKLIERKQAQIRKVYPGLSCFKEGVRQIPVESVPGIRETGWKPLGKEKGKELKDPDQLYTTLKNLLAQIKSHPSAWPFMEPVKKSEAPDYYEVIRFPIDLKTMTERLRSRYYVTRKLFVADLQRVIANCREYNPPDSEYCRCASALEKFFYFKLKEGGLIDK
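Titration-based screen in which CoA formation is detected via maleimide probe ThioGlo1 (50uM) turning fluorescent on thiol reaction; substrates H3(1-25) 75uM and acetyl-CoA 70uM, GCN5L2 20nM, 20 min incubation at room temperature.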
* = called active by the depositor; ? = inconclusive; . = not tested or not shown; ! = not confirmed by another sample. Calls come from the whole dose curve; as a rule, active = well fitted curve in the direction sought with a large enough effect; inconclusive = small, poorly fitted or top-dose-only effect, or another doubt; inactive = no such curve, though single readings can be large; an effect the other way counts as inactive or inconclusive. % is set by controls: 0 for no effect and ±100 for the full control effect; potency is the fitted concentration of half-maximal effect. The list is partial; count on the stated rates, not on these rows.

smiles,DT40 TDP1 CPT,KAT2A inh,TDP1 cell noCPT
COc1cc2oc(=O)cc(CN3CCN(c4ccccc4F)CC3)c2cc1Cl,?,.,?
CC(C)Cc1ccc(S(=O)(=O)N2CCN(Cc3noc(CCC(=O)N4CCCCC4)n3)CC2)cc1,?,-2%,21µM*
Cc1c(CN2CCCC(C(=O)c3cccc(Cl)c3)C2)c(=O)n(-c2ccccc2)n1C (centres undefined),-2%,-19%,-11%
CCCC(=O)Nc1ccc(Sc2ccc([N+](=O)[O-])cc2)cc1,2.3µM*,-9%,2.3µM*
COc1ccccc1-c1nnc(NC(=O)c2ccc(S(=O)(=O)N(C)CC3CCCO3)cc2)o1 (centres undefined),?,-7%,?
COc1ccccc1CC(=O)Nc1ccccc1O,1%,-9%,-8%
CCCN1CCN(CCCNC(=O)C2CCCN(c3nnc(-n4cccc4)s3)C2)CC1 (centres undefined),-19%,-2%,-9%
Cn1nnc(NC(=O)CSc2nnnn2-c2ccc(F)cc2)n1,?,-27%,-13%
Cc1ccc(Cl)cc1NC(=O)C(NS(=O)(=O)c1ccc2c(c1)CCC(=O)N2)c1ccccc1 (centres undefined),?,-7%,?
COc1ccc(-c2nc3cnc(Oc4cccc(Cl)c4)nc3n(CCC#N)c2=O)cc1,?,-5%,-11%
CC(=O)NC(CC(C)C)C(=O)NC(=O)NCc1ccccc1 (centres undefined),-9%,-2%,-1%
CC(=O)Cn1nnc2sc3c(c2c1=O)CCC(C(C)(C)C)C3 (centres undefined),?,-2%,?
CC1CCN(C(=O)C2CC(c3ccc(F)cc3)=NO2)CC1 (centres undefined),-9%,0%,-12%
CCNc1nc(NC(C)C)nc(NC(C)(C)C)n1,?,-4%,?
CCOc1ccccc1C(=O)OCC(=O)Nc1ccc(OC(F)F)cc1,2%,-6%,-11%
COc1ccc(-c2c(C)oc3c(CN4CCN(C)CC4)c(O)ccc3c2=O)cc1,-1%,?,-19%
COc1cc(CN(CC2CCCO2)C(=O)c2ccc(F)cc2)cc(OC)c1OC (centres undefined),?,-4%,?
CCC(C)NS(=O)(=O)c1cc2c3c(c1)CCC(=O)N3CCC2 (centres undefined),10%,-1%,-1%
CCCCCCc1cc2cc(C(=O)NCc3ccccc3)c(=N)oc2cc1O,?,-9%,?
CCN1C(=O)c2ccccc2S(=O)c2ccc(C(=O)N3CCN(c4ccccc4OC)CC3)cc21 (centres undefined),?,-7%,?
CC(=O)c1c(O)c(C)c(O)c2c1OC1=CC(=O)C(C(C)=O)C(=O)[C@@]12C (some centres undefined),18µM*!,-1%,?
Cc1cc(OCC(O)CN)ccc1Cl (centres undefined),-4%,-3%,-18%
O=C(COC(=O)c1cccc(S(=O)(=O)N2CCOCC2)c1)NC1CCCCC1,-16%,.,-5%
CCSc1nnc(NC(=O)c2c(C)noc2C)s1,-17%,-12%,2%
C/C(=N\NC(=O)CC(C)C)c1ccc(N2CCCCC2)cc1,-17%,-4%,-15%
Cc1ncoc1C(=O)N1CCc2c([nH]c3ccccc23)C1C1CCCCC1 (centres undefined),?,-14%,-24%
O=C(NCCCn1ccnc1)Nc1cccc2ccccc12,0%,0%,3%
COc1ccc(NC(=O)NCc2ccc3c(c2)OCO3)cc1,18%,-8%,-12%
COC(=O)c1ccccc1NC(=O)c1c(NC(=O)c2ccco2)sc2c1CCC(C(C)(C)C)C2 (centres undefined),-10%,-15%,4%
COC(=O)CCC(=O)OC1(C)C(=O)C=C2C=C(C3CC3)N(Cc3ccc4c(c3)OCO4)C=C2C1=O (centres undefined),-3%,-11%,-2%
S=C(NN=C1CCCCCC1)Nc1ccc(Cl)cc1,29µM*,-2%,29µM*
CC(C)n1c(=S)[nH]c2cc(C(F)(F)F)ccc21,?,-2%,16µM*
COc1ccc(NC(=O)Cn2nc(SC)c(S(=O)(=O)c3ccc(C)cc3)c2N)cc1OC,-7%,-15%,-22%
CSc1ncccc1C(=O)OCC(=O)NC1CCCCC1,-13%,-3%,12%
O=C(Nc1ccc2c(c1)C(=O)NC2=O)c1ccc(S(=O)(=O)N2CCCC2)cc1,-14%,-8%,-7%
O=C(Nc1ccc(O)cc1)c1cc2ccccc2c(=O)s1,?,?,16µM*
Cc1cc2nc(/C(C#N)=C\c3ccc(-c4ccccc4C(=O)O)o3)[nH]c2cc1C,1%,-13%,-15%
C=CCn1cc(C(=O)N2CCc3ccccc3C2)c(=O)c2cc(S(=O)(=O)N(CC)CC)ccc21,?,-1%,18µM*
Cc1onc(-c2ccccc2)c1C(=O)NC(CC(=O)O)c1ccc(OC(C)C)cc1 (centres undefined),9%,0%,-18%
COC(=O)CSc1nnc(C)n1-c1cccc(C#N)c1,0%,-3%,-1%
O=c1nc(N2CCOCC2)ccn1-c1nc(-c2ccccc2)oc1-c1ccccc1,-20%,-8%,-22%
COc1ccc(N2CC(C(=O)Nc3ncccc3C)CC2=O)cc1 (centres undefined),-3%,.,-26%
CSc1nc(C)cc(OCC#N)n1,0%,-5%,-2%
Cc1cccc(C)c1-n1c(C)nn(-c2ncc(C(F)(F)F)cc2Cl)c1=O,0%,-3%,-6%
COc1cccc(NC(=O)C2C3C=CC4(O3)C2C(=O)N(CCN2CCCCC2)C4C(=O)NC2CCCCC2C)c1 (centres undefined),8%,-17%,-2%
Cc1cc(NS(=O)(=O)c2ccc(NC(=O)CCCOc3ccccc3C)cc2)no1,-23%,1%,3%
COC(=O)c1ccc(/C=C2/SC(=S)N(CCCC(=O)Nc3ccccn3)C2=O)cc1,21µM*,-1%,21µM*
O=C(Nc1ccc(Cl)cc1)Nc1ccon1,18µM*,-3%,15µM*
Cc1ccc(Nc2nc(N/N=C/c3c[nH]c4ccccc34)nc(N3CCOCC3)n2)cc1,21µM*,-18%,8.2µM*
Cc1cc(C)c2c(N)c(C(=O)Nc3cccc(C)c3C)sc2n1,?,-1%,16µM*
CCN(CC)C(=N)N1c2ccccc2CCC1C (centres undefined),0%,-15%,7%
O=C(OC1CCOC1=O)c1cc(-c2ccc(Cl)cc2)nc2ccccc12 (centres undefined),3%,-11%,-11%
COc1ccc(C(=O)Nc2ccccc2C(=O)NCc2cccnc2)cc1,15µM*,-3%,?
CCSc1nnc(NC(=O)CCCOc2ccc(C)cc2)s1,-7%,0%,?
CCn1cc(C(=O)NCCCOC(C)C)c(=O)c2cc(S(=O)(=O)N(C)C3CCCCC3)ccc21,?,-16%,?
O=C(Nc1nc2ccc(F)cc2s1)c1nc(SCc2ccccc2F)ncc1Cl,-23%,-4%,-6%
CCN(CC)c1ccc(C(=O)OCC(=O)NC(C)(C)C)cc1,?,-1%,?
O=C(c1cc(-c2ccc(Cl)cc2)nc2ccccc12)N1CCOCC1,?,-15%,?
Cc1ccc(S(=O)(=O)N(CC(=O)Nc2ccccc2C(=O)O)c2cccc(Cl)c2C)cc1,?,-23%,?
O=C(C[C@H]1C[C@H](C(=O)N2CCOCC2)[C@@]2(CCC3CCCC3)c3[nH]c4ccc(Cl)cc4c3CCN2C1=O)NCCCn1ccnc1,?,-2%,?

Next section; the last seven above are carried over.
smiles,DT40 TDP1 CPT,KAT2A inh,TDP1 cell noCPT
CCSc1nnc(NC(=O)CCCOc2ccc(C)cc2)s1,-7%,0%,?
CCn1cc(C(=O)NCCCOC(C)C)c(=O)c2cc(S(=O)(=O)N(C)C3CCCCC3)ccc21,?,-16%,?
O=C(Nc1nc2ccc(F)cc2s1)c1nc(SCc2ccccc2F)ncc1Cl,-23%,-4%,-6%
CCN(CC)c1ccc(C(=O)OCC(=O)NC(C)(C)C)cc1,?,-1%,?
O=C(c1cc(-c2ccc(Cl)cc2)nc2ccccc12)N1CCOCC1,?,-15%,?
Cc1ccc(S(=O)(=O)N(CC(=O)Nc2ccccc2C(=O)O)c2cccc(Cl)c2C)cc1,?,-23%,?
O=C(C[C@H]1C[C@H](C(=O)N2CCOCC2)[C@@]2(CCC3CCCC3)c3[nH]c4ccc(Cl)cc4c3CCN2C1=O)NCCCn1ccnc1,?,-2%,?
C=C(C)C(=O)Nc1cccc(C2=NOC3(C2)C[C@@H](C(N)=O)N(C(=O)c2cc([N+](=O)[O-])cc([N+](=O)[O-])c2C)C3)c1 (some centres undefined),?,8%,?
CCCS(=O)(=O)NC(=O)C1(C)CCCN(C(=O)c2ccc(F)c(Cl)c2)C1 (centres undefined),1%,.,0%
CCOC(=O)c1ccccc1NC(=O)N[C@@H](C)C(=O)OC,-16%,-8%,-13%
O=C(Nc1ccc2c(c1)OCCO2)c1ccccc1Cl,-6%,.,-23%
Cc1cc(Cl)ccc1N1C(=O)CC(SCCC(=O)O)C1=O (centres undefined),10%,-5%,-7%
COc1ccccc1S(=O)(=O)Nc1ccc2nc(C)sc2c1,2.6µM*,-5%,21µM*
O=C(Nc1ccccc1C(F)(F)F)N1CCC2(CC1)Oc1ccccc1C(=O)N2Cc1ccccc1F,?,-9%,16µM*
N#Cc1cn(Cc2ccncc2)c(=O)[nH]c1=O,5%,-3%,-4%
O=C(CCn1cccc1)Nc1cc(F)ccc1F,-4%,-7%,0%
CCCCNc1c(-c2cccc(-c3ccc(OC)cc3)c2)nc2ccc(C)cn12,23µM*,-13%,18µM*
CCCCSc1nnc2[nH]c(=O)cc(N)n12,-5%,-5%,-16%
CC(C)OC(=O)C(C#N)c1nc2ccccc2nc1N1CCN(Cc2ccccc2)CC1 (centres undefined),23µM*,-29%,23µM*
CC(C)c1ccc(S(=O)(=O)N2CCN(C(=O)CCNS(=O)(=O)c3ccccc3F)CC2)cc1,9%,-2%,6%
CCc1nccn1S(=O)(=O)c1ccc2ccccc2c1,11%,-2%,4%
CCOC(=O)c1ccc(NC(=O)CN2C(=O)C(C)(C)c3ccccc32)cc1,?,-9%,?
CC(C)Oc1ccc(CCC(=O)NNC(=O)c2ccccc2C(=O)O)cc1,13%,-7%,15%
CN(C(=O)c1ccc(NC(=O)Cc2cccc(NC(=O)C3CCN(C(=O)C4CCCC4)CC3)c2)cc1)C1CCCC1,?,-5%,?
CC1CCC2C(=O)N(c3ccccc3OC(=O)c3ccccc3F)C(=O)C2C1 (centres undefined),-9%,-7%,?
COc1cccc(CNC(=O)COC(=O)CCS(=O)(=O)c2ccc(C)cc2)c1,6%,3%,-4%
COc1ccc(-n2c(=O)c3c4c(sc3n3c(=S)[nH]nc23)CCCC4)cc1,?,-1%,?
COc1ccc(NC(=O)C2CCN(S(C)(=O)=O)CC2)c(OC)c1,-7%,-14%,-1%
O=C(Nc1cccc(Cl)c1Cl)c1ccccc1NC(=O)C1CC=CCC1C(=O)O (centres undefined),?,-4%,?
CCN(CC)S(=O)(=O)c1csc(C(=O)Nc2ccccn2)c1,2%,-2%,-9%
COc1ccc(N2C(=O)C3C4C=CC(C4)C3C2=O)c([N+](=O)[O-])c1 (centres undefined),-9%,1%,12%
COCc1c(C(=O)Nc2nc(C)cs2)oc2ccccc12,?,-8%,?
NS(=O)(=O)c1ccc(NC(=O)CNC(=O)c2ccc3c(c2)OCO3)cc1,16%,1%,-16%
O=C(Cn1c(-c2cccs2)cc2cc(F)ccc21)N1CCCCC1,?,-3%,?
CCCc1cc(=O)[nH]c(SCC(=O)Nc2cc(S(=O)(=O)N3CCCCC3)ccc2C)n1,-20%,1%,13%
O=C(N/N=C/c1cn(-c2cccs2)nc1-c1ccccc1)c1ccc(O)cc1,1%,-7%,?
COc1ccc(-c2cc(=O)oc3cc(OCc4nn[nH]n4)ccc23)cc1,1%,-7%,-16%
COCCCn1c(C23CC4CC(CC(C4)C2)C3)n[nH]c1=S,?,-14%,?
CCCc1ncc(C(O)c2ccccc2OC)n1C (centres undefined),1%,-3%,4%

At a glance, part of the list above.
smiles,DT40 TDP1 CPT,KAT2A inh,TDP1 cell noCPT
CCCCSc1nnc2[nH]c(=O)cc(N)n12,-5%,-5%,-16%
CC(C)OC(=O)C(C#N)c1nc2ccccc2nc1N1CCN(Cc2ccccc2)CC1 (centres undefined),23µM*,-29%,23µM*
